FXIIa inh: inhibitors of human coagulation factor XIIa; P00748; 33,000 compounds, 0.2% hits; inhibition, % at 10 µM; AID 701; purified human FXIIa, AMC substrate fluorescence, 2 h; in the data active = inhibition above about 30%;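 note: 0% = enzyme with vehicle only and 100% = no enzyme blank; many of its hits are not listed in these tables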
Target sequence (P00748 20-372 limits assumed): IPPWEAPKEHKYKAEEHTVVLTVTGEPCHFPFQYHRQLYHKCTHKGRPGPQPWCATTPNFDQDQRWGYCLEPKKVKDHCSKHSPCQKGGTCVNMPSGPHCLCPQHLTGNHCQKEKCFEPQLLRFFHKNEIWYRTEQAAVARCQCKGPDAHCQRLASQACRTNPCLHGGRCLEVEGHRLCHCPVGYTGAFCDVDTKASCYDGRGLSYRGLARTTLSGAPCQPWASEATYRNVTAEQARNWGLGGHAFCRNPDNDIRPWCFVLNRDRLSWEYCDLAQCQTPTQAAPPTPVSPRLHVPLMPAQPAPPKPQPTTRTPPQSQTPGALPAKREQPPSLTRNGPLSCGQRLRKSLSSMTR
Target sequence (P00748 373-615 limits assumed): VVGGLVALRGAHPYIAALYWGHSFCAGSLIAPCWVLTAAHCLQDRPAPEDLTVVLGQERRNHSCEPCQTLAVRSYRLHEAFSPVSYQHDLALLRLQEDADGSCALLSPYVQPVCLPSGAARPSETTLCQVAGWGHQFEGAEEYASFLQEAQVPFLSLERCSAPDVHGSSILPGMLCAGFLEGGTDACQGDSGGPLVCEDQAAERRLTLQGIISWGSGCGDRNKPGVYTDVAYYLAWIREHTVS
FXIa single inh: blocks human coagulation factor XIa activity; P03951; purified human FXIa, fluorogenic AMC substrate cleavage; inhibition, % at 10 µM; 33,000 compounds, 0.3% hits; AID 687;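 active = inhibition above 40% in the primary screen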;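 note: 0% = enzyme without compound and 100% = blank wells lacking enzyme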
Numbers without * were called inactive. Only part of the results is shown; rates above refer to the full screens.

canonical_smiles	FXIIa inh	FXIa single inh
CCc1nnc(NC(=O)C2Cc3ccccc3CN2S(=O)(=O)c2ccc(C)cc2)s1 (stereo not drawn)	4	-6
CC/C(O)=C(\C#N)c1nnc2n1CCCCC2	8	-7
O=C(Nc1ccc2c(c1)OCCO2)c1cc2sccc2n1Cc1ccc(F)cc1	12	-13
CCn1c(COc2ccccc2C)nc2ccccc21	6	2
CCCN(CC1CC1)C(=O)CSc1nnc(-c2cc(-c3cccs3)nc3ccccc23)o1	-21	24
O=C(CCc1ccccc1)Nc1nncs1	6	5
O=C1c2ccccc2-c2nc3ccccc3nc21	3	-4
CCc1ccccc1NC(=O)CSc1nc2n[nH]c(C)c2c(=N)n1-c1cccc(OC)c1	-11	33

Pulled by compound from the entries so far (four):
canonical_smiles	FXIIa inh	FXIa single inh
CC/C(O)=C(\C#N)c1nnc2n1CCCCC2	8	-7
CCCN(CC1CC1)C(=O)CSc1nnc(-c2cc(-c3cccs3)nc3ccccc23)o1	-21	24
O=C1c2ccccc2-c2nc3ccccc3nc21	3	-4
CCc1nnc(NC(=O)C2Cc3ccccc3CN2S(=O)(=O)c2ccc(C)cc2)s1 (stereo not drawn)	4	-6

Next compounds.
canonical_smiles	FXIIa inh	FXIa single inh
COc1ccc(-c2nn(C)c(=O)c3ccccc23)cc1NC(=O)Cn1nc(-c2ccccc2)c2ccccc2c1=O	1	-5
COc1ccc(S(=O)(=O)Nc2ccc3c(c2)OCO3)cc1	6	3
CCc1cccc(OCCCCN(CC)CC)c1	2	9
Cc1cc(S(=O)(=O)Nc2ccc3ccccc3c2)c(C)s1	19	-1
O=C(NCc1cccs1)C1CC(=O)N(c2ccc(F)cc2)C1 (stereo not drawn)	4	0
COc1ccccc1OCC(O)Cn1c(=N)n(Cc2ccccc2)c2ccccc21 (stereo not drawn)	3	-1
COc1cccc(-n2nnnc2S(C)(=O)=O)c1	3	9
Cc1nc2ccc(NC(=O)Cc3ccsc3)cc2s1	-14	5
CCn1c(SCC(=O)Nc2ccc3c(c2)OCO3)nc2c1c(=O)n(C)c(=O)n2C	2	-4
O=C(CN(c1ccc2c(c1)OCCO2)S(=O)(=O)c1ccccc1)Nc1ccc2c(c1)OCO2	4	-4
COc1ccc(N(C(=O)C(C)C)S(=O)(=O)c2ccc(Cl)cc2)cc1	5	-13
Cc1ccc(S(=O)(=O)NCC(=O)N2CCCC2)cc1	2	10
CC(C)CNC(=O)c1ccccc1NC(=O)c1ccc(CN2CCOCC2)cc1	6	0
COCCn1c(-c2ccccc2)nc2oc3cc(OC)ccc3c(=O)c2c1=O	4	-3
CCOc1cc(C2C(C(=O)OC)=C(C)N=C3SCCC(=O)N32)ccc1OC(C)=O (stereo not drawn)	5	5
COc1cc(NS(C)(=O)=O)c(OC)cc1NC(=O)c1ccccc1	4	0
COc1ccc(N2CCN(Cc3nc4ccccc4c(=O)[nH]3)CC2)cc1	6	0
Cc1c(Cl)cccc1NC(=O)COc1ccc(S(=O)(=O)N2CCOCC2)cc1	3	-9
O=C(O)c1cn(C2CC2)c2cc(N3CCOCC3)c(F)cc2c1=O	-12	-3
CC(C)CN(C(=O)COC(=O)C1c2ccccc2Oc2ccccc21)C1CCS(=O)(=O)C1 (stereo not drawn)	10	-2
Cc1ccc(NS(=O)(=O)c2c(C)[nH]c(=O)[nH]c2=O)cc1C	5	10
CCCCNS(=O)(=O)c1ccc(S(=O)(=O)n2cnc3ccccc32)cc1	-11	0
COCCSc1ccccc1C(=O)NCc1ccc2c(c1)OCO2	8	0
COc1ccc(N(CC(=O)NC2CCCC2)S(=O)(=O)c2c(C)[nH]c(=O)[nH]c2=O)cc1	11	6
CCc1ccc2[nH]cc(C(=O)OCCOC)c(=O)c2c1	6	-1
Cc1ccc(-c2cnc(N)n2C)cc1C	6	2
Cc1cc(NC(=O)COC(=O)C2CCN(S(=O)(=O)c3cccc(Cl)c3Cl)CC2)no1	-12	-14
COc1ccc2oc(C(F)(F)C(F)F)cc(=O)c2c1	4	-3
Cc1ccc(CC(=O)N2CCN(c3cccc(C(F)(F)F)c3)CC2)cc1	7	4
CCOC(=O)CSc1nc(C)cc(C)c1C#N	12	-4
FC(F)(F)C1=CC(c2ccc(Cl)cc2)=NCCN1	1	3
COc1ccc(-n2nc3c(c2NC(=O)c2cc4ccccc4oc2=O)CS(=O)(=O)C3)cc1	8	-5
O=C(Cc1ccccc1)Nc1ccccc1N1CCOCC1	3	6
Cc1cc2nnc(SCC(=O)NCc3cccs3)n2c2ccccc12	-17	23
N#C/C(=N\Nc1ccc(Cl)cc1)C(=N)N1CCCCC1	10	10
Cc1nc(SCC(=O)c2c[nH]c3ccccc23)n[nH]1	9	-2
COc1cc(C(=S)N2CCC(C(N)=O)CC2)ccc1O	2	3
Cn1nc(C(F)(F)F)c(C#N)c1N1CCN(c2ccccc2)CC1	2	1
CCNC(=O)COC(=O)c1cc(=O)[nH]c2ccccc12	2	9
O=C(CCN1C(=O)c2ccccc2C1=O)Nc1cccc(F)c1	-10	22
COc1ccc(-c2nc(C)ncc2-c2csc(C)n2)c(O)c1	5	-2
CC1(C)CC(OC(=O)c2ccccc2)CC(C)(C)N1	7	-6
CN(CCCCCCCCC(=O)/C=N/O)Cc1ccccc1	7	1
COc1ccccc1OCc1ccc(C(=O)N2CCN3CCCC3C2)cc1 (stereo not drawn)	-10	-15
COc1ccc(Cl)cc1S(=O)(=O)NCc1cccnc1	5	6
COc1ccc(NC(=O)c2ccc(-n3nc(C)cc3C)cc2)cc1OC	3	-3
Cc1cnc(C(=O)OCC(=O)NCc2ccccc2)cn1	3	41*
CCN(c1ccccc1)S(=O)(=O)c1ccc(N)cc1	-16	-14
COc1ccc(C(=O)Nc2ccc(F)cc2F)cc1	0	-11
O=Cc1cccn1Cc1ccc(Cl)cc1Cl	3	-3
COc1ccc(S(=O)(=O)N2CCCN(S(=O)(=O)c3ccc(OC)c(C)c3)CC2)cc1C	-13	0
Cc1ccnc(NS(=O)(=O)c2ccc(NC(=O)C3CCCO3)cc2)n1 (stereo not drawn)	5	-1
O=C(NCc1cccnc1)C1CC(=O)N(CCc2ccccc2)C1 (stereo not drawn)	-32	-12
CCN(CC)CCNC(=O)c1ccc2c(=O)n(C3CCCC3)c(=S)[nH]c2c1	2	4
O=C(CSC1=NCCS1)NC1CCCC1	4	3
C/C(CC(=O)Nc1ccccc1-c1ccccc1)=N\NC(=O)COc1ccc(C)cc1Br	-3	7

More compounds follow.
canonical_smiles	FXIIa inh	FXIa single inh
COC(=O)C(Nc1nccs1)(OC)C(F)(F)F (stereo not drawn)	4	5
CC(=O)c1cccc(NC(=O)Nc2ccc(C(=O)N3CCCC3)cc2)c1	-2	-5
O=C(CC1Nc2ccccc2NC1=O)Nc1cc(Cl)cc(Cl)c1 (stereo not drawn)	-8	0
Cc1ccc(C2/C(=C(/O)c3cnn(-c4ccccc4)c3C)C(=O)C(=O)N2CCN2CCOCC2)o1 (stereo not drawn)	6	0
Cc1ccc(S(=O)(=O)Nc2cccnc2)cc1	5	2
CCC(C)NC(=O)c1ccc(CSCc2cccc(F)c2)o1 (stereo not drawn)	15	-3
CCC1(C)CC(CC(=O)O)(c2ccccc2OC)CCO1 (stereo not drawn)	1	5
COc1cc(S(=O)(=O)n2nc(C)cc2C)c(OC)cc1Cl	14	-5
Cn1cc(SCC(=O)Nc2ccc3c(c2)OCCO3)c2ccccc21	2	-2
CC(C)C(=O)Nc1ccc(N2CCCC2)cc1	-4	-2
Cc1cc(C)cc(OCc2nnc(SCC(=O)c3ccc(Br)cc3)o2)c1	5	8
CCc1ccccc1OCC(=O)Nc1ccc(S(N)(=O)=O)cc1	1	-6
CC1CC(C)CN(C(=O)COC(=O)c2ccc[nH]c2=O)C1 (stereo not drawn)	7	-9
COc1cccc(-c2cc(C(=O)N3C(C)CCCC3C)no2)c1 (stereo not drawn)	3	-4
Cc1ccc(-c2nnn(CC(=O)O)n2)cc1	4	2
CCOC(=O)c1sc(C)c2c1NC1(CCCCCC1)NC2=O	6	-1
CCOC(=O)CCSc1nc(-c2ccccc2)cc(C(F)(F)F)n1	2	-1
O=C(NC1CCCCC1)C(c1ccc(Cl)cc1)N1CCC2(CC1)OCCO2 (stereo not drawn)	8	17
CCC(=O)Nc1ccc(N2CCC(C)CC2)cc1	-18	4
O=C(CSc1nnnn1Cc1ccccc1)Nc1ccc2c(c1)OCCO2	8	2
NC(=O)C1(N2CCCCC2)CCN(c2nc(-c3ccccc3)cs2)CC1	4	-2
CCC1CCCCN1CC(=O)c1c(C)[nH]c2ccccc12 (stereo not drawn)	-10	-2
COc1ccc(NC(=O)CN(c2cccc(F)c2)S(C)(=O)=O)cc1OC	3	-1
CCOc1ccc(NS(=O)(=O)c2ccc(NC(=O)C3CCCO3)cc2)cc1 (stereo not drawn)	8	6
COc1ccc(NC(=O)COc2ccc(/C=N/n3c(C)nnc3C)cc2OC)cc1	9	6
Cc1ccc(C2(C(F)(F)F)N=C3Sc4cc(C)ccc4N3C(=O)N2)cc1 (stereo not drawn)	4	-8
O=C(C1CCCCC1)N1CCCC(c2nc3c(nnn3Cc3ccccc3)c(=O)[nH]2)C1 (stereo not drawn)	-13	0
CC1(C)Cc2c(C#N)c(SCC(=O)c3ccccc3)nc(N3CCCC3)c2CO1	5	-5
CC1(C)CC2CC(C)(CN2C(=O)COC(=O)c2cc(Cl)cc(Cl)c2N)C1 (stereo not drawn)	-3	4
CCOC(=O)C1C(=O)NC(SCC(=O)OC)=C(C#N)C1c1ccccc1OCC (stereo not drawn)	-12	1
O=C(O)CSCc1cn2cc(Cl)ccc2n1	0	-5
CCOc1cc(S(=O)(=O)N(Cc2ccccc2)Cc2ccccc2)c(OCC)cc1-n1cnnn1	2	45*

Part of the list above in order of molar mass, rising.
canonical_smiles	FXIIa inh	FXIa single inh
CC1(C)CC2CC(C)(CN2C(=O)COC(=O)c2cc(Cl)cc(Cl)c2N)C1 (stereo not drawn)	-3	4
COc1ccc(NC(=O)COc2ccc(/C=N/n3c(C)nnc3C)cc2OC)cc1	9	6
O=C(C1CCCCC1)N1CCCC(c2nc3c(nnn3Cc3ccccc3)c(=O)[nH]2)C1 (stereo not drawn)	-13	0

(listing goes on)
canonical_smiles	FXIIa inh	FXIa single inh
c1ccc2c(c1)OCC(c1csc3ncnc(N4CCCCC4)c13)O2 (stereo not drawn)	8	3
CCN(CC)C(=O)CSc1nc2c(sc(=S)n2CC)c(=O)n1-c1ccccc1	-12	26
CNC(=O)CSc1nnnn1-c1ccc2c(c1)OCCO2	3	3
Cc1noc(C)c1C(=O)OCC(=O)c1c[nH]c2ccccc12	1	2
CN(C)C(CN1C(=O)C2CC=CCC2C1=O)c1cn(C)c2ccccc12 (stereo not drawn)	6	2
Cc1ccc(/C=C(/C#N)C(=O)NC(=O)Oc2ccccc2)cc1	3	5
COc1ccc(NC(=O)CN2c3cccc4cccc(c34)S2(=O)=O)c(OC)c1	1	-1
CNc1c([N+](=O)[O-])ncn1C	1	12
CCCCc1c(C)c(C#N)c2nc3ccccc3n2c1Nc1c(C)n(C)n(-c2ccccc2)c1=O	4	0
CCC(C)c1ccc(OCCN2CCCC2)cc1 (stereo not drawn)	17	0
CC(=O)C1=C(O)C(=O)N(Cc2cccnc2)C1c1ccc(Cl)cc1Cl (stereo not drawn)	1	-1
CC1CCN(C(=S)c2ccc(O)cc2)CC1	6	5
O=S(=O)(Nc1nc2ccc(S(=O)(=O)N3CCCCC3)cc2s1)c1ccccc1	0	5
Cc1ccc(N(C)C(=O)N2CCN(S(=O)(=O)c3ccc(C)c(C)c3)CC2)cc1	6	-10
CCc1cc2c(=O)nc3n(c2s1)Cc1ccccc1/C3=C(/O)c1ccc(F)cc1	16	4
CC(C)(C)c1ccc(S(=O)(=O)NCC(=O)N2CCN(C(=O)c3ccco3)CC2)cc1	2	-2
Cc1cc(C)nc(SCc2nc3ncccn3c2Br)n1	2	-6
CCC1(C)Cc2c(sc3nn[nH]c(=O)c23)CO1 (stereo not drawn)	11	3
CC(C)N(C(=O)CSc1nc2ccccc2n1-c1ccccc1)C(C)C	6	3
CCOP(=O)(O)c1ccccc1OCCOc1ccccc1P(=O)(O)OCC	2	-9
Cc1ccc(S(=O)(=O)c2nc(NC3CCS(=O)(=O)C3)sc2Cl)cc1 (stereo not drawn)	-12	-14
CCN1CCN(C(=S)c2ccc(SC)cc2)CC1	-1	-7
CCCC1=C(C(=O)OCC)C(c2ccccc2OC)NC(=O)N1 (stereo not drawn)	4	4
CC(C)CCn1c(SCCN2CCOCC2)nc2c1c(=O)[nH]c(=O)n2C	1	2
COc1cccc(OC)c1C(=O)Nc1c(C)n(C)n(-c2ccccc2)c1=O	8	-1
O=C(NCc1ccc2c(c1)OCO2)C1CCCN(S(=O)(=O)c2cccc3nonc23)C1 (stereo not drawn)	3	8
COc1ccc(S(=O)(=O)N(Cc2nc3ccccc3c(=O)[nH]2)C2CCCC2)cc1	3	0
CC(=O)C1=NN(c2ccccc2)C(c2cccs2)N1c1ccc(N(C)C)cc1 (stereo not drawn)	1	4
CCCCSC1(SCCCC)N=C(N)C2(C#N)C(c3ccccc3)NC(C)=CC12C#N (stereo not drawn)	4	-3
N#CC1=C(N)Oc2cc(N)ccc2C1c1ccc(F)cc1 (stereo not drawn)	-1	-4
O=C(Nc1ccccc1)NC1CCN(CCCN2C(=O)c3ccccc3C2=O)CC1	3	-2
CCOC(=O)c1c(C)nc2c(c1C)c(=O)oc1ccccc12	-18	43*
Cc1ccc(NC(=O)COn2nnc3ccc(S(=O)(=O)N(C)C)cc32)cc1F	5	6
Cc1csc(Nc2ccccc2C(F)(F)F)n1	1	-9

Assay outcomes deposited in PubChem BioAssay by PCMD.
